# Compound activity (PubChem BioAssay)
# PolyA inhibitor – polyadenylation inhibitors in yeast reporter cells, primary screen, luminescence, S. cerevisiae; S. cerevisiae SKY197-pL101 polyadenylation reporter, beta-gal luminescence; efflux-impaired pdr1/pdr3 knockout yeast; score 100 = 6 SD above DMSO; calls only at 12 µM; 300,000 tested, 0.02% active; AID 1875, 2009;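 active = lowest replicate activity score at least 50, where 100 means six control SD above control mean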;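 also: yeast exposed to compound for 9 h at 30 °C; higher score means more reporter readthrough which indicates perturbed polyadenylation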
# GSK3beta inhib – human GSK3beta kinase inhibitors, primary screen, biochemical, cell-free homogeneous, HTS. GST-GSK3beta kinase, ADP-Glo luminescence, 60 min; hits give low values. AID 2097, 2009. 300,000 tested, 0.038% active. activity score (negative = inhibition), % at 10 µM. Glycogen synthase kinase-3 beta (Homo sapiens), P49841;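 active = more than half of replicate wells score below -50%, meaning over 50% inhibition versus plate controls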;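 also: 0% = median DMSO wells and -100% = median GW8510 positive control wells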
# Target sequence (P49841 whole entry, looked up): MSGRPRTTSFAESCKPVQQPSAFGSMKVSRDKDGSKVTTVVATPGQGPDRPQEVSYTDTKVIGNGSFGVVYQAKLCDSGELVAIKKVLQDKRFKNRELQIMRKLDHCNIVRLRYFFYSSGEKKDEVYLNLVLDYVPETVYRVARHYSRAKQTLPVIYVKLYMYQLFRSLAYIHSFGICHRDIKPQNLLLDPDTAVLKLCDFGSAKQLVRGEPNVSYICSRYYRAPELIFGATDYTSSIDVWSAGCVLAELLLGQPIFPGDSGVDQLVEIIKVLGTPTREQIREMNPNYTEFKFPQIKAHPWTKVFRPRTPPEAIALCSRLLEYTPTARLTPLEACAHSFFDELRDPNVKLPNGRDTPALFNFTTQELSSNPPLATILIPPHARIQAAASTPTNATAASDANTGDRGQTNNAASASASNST
#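 Test system: GST-fused GSK3beta enzyme, cell-free | Quantity: 1.6 ng GST-GSK3beta enzyme per well | Reagent: 25 µM ATP with peptide substrate | Schedule: 60 min enzyme reaction, room temperature | Signal: Luminescent ADP-Glo measurement of ADP formed | Read-out basis: Score relative to plate controls | Control set: DMSO and 20 µM GW8510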
# RGS4 act – RGS4 potentiators or activators, primary screen, cell-based, HEK293 M3R inducible RGS4, calcium flux; carbachol calcium flux Fluo4; hits give low values; B-score at 10 µM; 310,000 tested, 0.92% active;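 active = B-score of the integrated calcium signal more than 4 SD below the library mean, with starting fluorescence not abnormally high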;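 also: negative B-score means reduced calcium response which marks RGS4 activation or potentiation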
#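 Also added: carbachol at ECmax as muscarinic agonist stimulus; Assay system: HEK293 cells with stable M3R and inducible RGS4; Timing: overnight RGS4 induction, 30 min dye load 37 °C, 20 min compound RT; Measured by: Fluo4-AM (2 µM) calcium-flux fluorescence, kinetic read.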
# Dyrk1A ADPGlo – rat Dyrk1A kinase inhibitors, primary screen, biochemical, single point, plate reader; Dual specificity tyrosine-phosphorylation-regulated kinase 1A (Rattus norvegicus), Q63470; ADP-Glo luminescence, NFATc1 peptide; inhibition, % at 12.5 µM; 310,000 tested, 0.43% active; AID 504441, 2011; in the data active = inhibition above about 50%;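 also: plate controls were vehicle with enzyme for no effect and no enzyme for full effect; many of its hits are not listed in these tables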
# HDAC3 inhib – HDAC3 deacetylase inhibitors, primary screen, biochemical, fluorescence, cell-free homogeneous; Histone deacetylase 3 (Homo sapiens), O15379; recombinant HDAC3, fluorogenic peptide/trypsin coupled; inhibition, % at 8.3 µM; 320,000 tested, 0.15% active; AID 2718, 2010; in the data active = inhibition above about 26%, passing the limit was not always enough
# Target sequence (O15379 whole entry, looked up): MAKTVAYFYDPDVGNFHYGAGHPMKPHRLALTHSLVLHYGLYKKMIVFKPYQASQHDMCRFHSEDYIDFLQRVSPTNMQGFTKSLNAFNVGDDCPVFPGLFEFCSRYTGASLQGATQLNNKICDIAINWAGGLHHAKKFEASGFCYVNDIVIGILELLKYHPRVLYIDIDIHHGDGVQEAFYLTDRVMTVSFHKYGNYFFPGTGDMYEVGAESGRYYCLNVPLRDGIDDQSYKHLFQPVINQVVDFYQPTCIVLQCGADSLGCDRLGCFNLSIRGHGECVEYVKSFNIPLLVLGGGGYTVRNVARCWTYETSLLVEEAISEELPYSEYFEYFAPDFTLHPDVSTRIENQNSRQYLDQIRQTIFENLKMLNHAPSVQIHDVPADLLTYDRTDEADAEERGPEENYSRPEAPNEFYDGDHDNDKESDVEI
# KCNQ1 act – potentiators or activators of KCNQ1 channel, primary screen, cell-based, thallium flux, high-throughput | Potassium voltage-gated channel subfamily KQT member 1 (Homo sapiens), P51787 | CHO-K1 KCNQ1, thallium flux FluxOR fluorescence; hits give high values | B-score at 10 µM | 310,000 tested, 0.35% active | AID 2648, 2010;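 active = fluorescence ratio B-score, a plate-corrected score, at least three library SD, with initial intensity B-score within 5 SD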
#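 Medium – assay buffer, equal DMSO in all wells · Material – CHO-K1 cell line with stable KCNQ1 potassium channel expression · Signal – kinetic FluxOR thallium fluorescence, 10-s 1-Hz baseline, 110-s post-stimulus read · Compound – single concentration per compound, DMSO matched to controls · Schedule – 37 °C overnight plating, 90-min dark dye load, 20-min compound pretreatment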
# KCNQ1 block – inhibitors of human KCNQ1 channel, primary screen, cell-based, thallium flux, high-throughput; CHO-K1 KCNQ1, FluxOR thallium flux fluorescence; hits give high values; Potassium voltage-gated channel subfamily KQT member 1 (Homo sapiens), P51787; B-score at 10 µM; 310,000 tested, 1.3% active;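 active = compounds whose thallium flux B-score, printed positive for inhibition, exceeds three library SD while starting fluorescence stays within three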;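 also: channel opened by potassium depolarization with thallium stimulus after 20 min compound exposure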
# GSK3 alpha inh – blockers of GSK3A enzyme activity – biochemical, luminescence, cell-free homogeneous, HTS, primary screen. Glycogen synthase kinase-3 alpha (Homo sapiens), P49840. GSK-3 alpha kinase, ADP-Glo luminescence, 60 min. inhibition, % at 10 µM. 320,000 tested, 0.1% active;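 in the data active = inhibition above about 50%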;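 also: GST-tagged GSK-3 alpha with peptide substrate and 25 µM ATP; 0% = DMSO neutral wells and 100% = GW8510 positive control wells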
# KCNK3 inh – human KCNK3 channel inhibitors, primary screen, CHO cells, FluxOR thallium flux, B-score. Potassium channel subfamily K member 3 (Homo sapiens), O14649. FluxOR fluorescence; hits give low values. B-score at 10 µM. 340,000 tested, 0.84% active;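 active = B-score under library mean minus 4 SD, starting fluorescence ratio at most library mean plus 5 SD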;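 also: more negative B-score means stronger inhibition of thallium flux through KCNK3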
# hERG protect – hERG rescue from dofetilide block, primary screen, cell-based, CHO-hERG, FluxOR thallium flux, dofetilide IC70; Voltage-gated inwardly rectifying potassium channel KCNH2 (Homo sapiens), Q12809; activation (rescue from dofetilide block), less the hit threshold, % at 10 µM; dofetilide IC70 present; AID 1511, 2009; 310,000 tested, 0.51% active;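 active = activation above the mean of controls blocked by dofetilide plus 5 SD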;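 also: thallium influx through hERG after potassium depolarization seen as dye fluorescence rise; in these data hits start at about 4.7%; inactives centre near -7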
# KCNK9 block – KCNK9 potassium channel inhibitors, primary screen, HEK293 cells, thallium flux. Potassium channel subfamily K member 9 (Homo sapiens), Q9NPC2. FluxOR thallium flux fluorescence; hits give low values. B-score at 10 µM. 310,000 tested, 1.2% active. AID 488922, 2010;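 active = ratio B-score over 3 SD below the library mean, with starting fluorescence within 5 SD of its mean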;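 also: negative B-score means less thallium flux so channel inhibition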
# Numbers without * were called inactive; i = inactive; · = no result given. Not all compounds are listed. The share of hits here may be higher or lower than overall.
Structure,PolyA inhibitor,GSK3beta inhib,RGS4 act,Dyrk1A ADPGlo,HDAC3 inhib,KCNQ1 act,KCNQ1 block,GSK3 alpha inh,KCNK3 inh,hERG protect,KCNK9 block
COc1ccc(-c2csc(NC(=O)c3cc(C)oc3C)n2)cc1OC,i,2,i,0,12,i,i,-2,i,-12,i
Cc1cc(N)c(C)c([N+](=O)[O-])c1C,i,1,i,-4,1,i,i,0,i,-3,i
Cc1cccc(C)c1N1CCN(c2cc(Cl)nc(N)n2)CC1,i,1,i,4,-2,i,i,1,i,-6,i
CCOc1ccccc1-n1c(SCC(=O)NC2CCCC2)nnc1-c1ccoc1C,i,-3,i,-1,-4,i,i,0,i,-12,i
CC(=O)c1ccc(N2C(=NC(=O)CCC3CCCC3)SC3CS(=O)(=O)CC32)cc1 (configuration not stated),i,0,i,-5,-1,i,i,-2,i,-6,i
CS(=O)(=O)N(CCc1ccccc1)CC(=O)NCc1ccccn1,i,4,i,-9,3,i,i,-3,i,-3,i
CCn1c(SCC(=O)NCCc2ccccc2)nc2sc3c(c2c1=O)CCN(C)C3,i,4,i,4,-4,i,i,0,i,-9,i
N#CC(C(=O)c1ccc(S(=O)(=O)N2CCCCCC2)cc1)c1nc2ccccc2[nH]1 (configuration not stated),i,-2,i,-2,4,i,i,-2,i,-3,i
O=C(OCn1nnc2ccccc2c1=O)c1ccc2ncsc2c1,i,1,i,1,-1,i,i,1,i,-10,i
CC1Sc2ccc(S(=O)(=O)N(C)Cc3ccccc3)cc2NC1=O (configuration not stated),i,2,i,0,6,i,i,0,-10*,-5,i
CN1C(C(=O)Nc2ccc(F)cc2F)=CC(c2cccs2)=NS1(=O)=O,i,0,i,0,0,i,i,4,i,-5,i
O=C(NCCc1ccccc1Cl)C1CCC(=O)N(Cc2cccc(C(F)(F)F)c2)C1 (configuration not stated),i,4,i,-2,4,i,i,-2,i,-13,i
Cc1ccc(-c2cc(C(=O)O)n[nH]2)s1,i,1,i,-4,0,i,i,-3,i,-8,i
Cc1cc(C)n(-c2nc3ccccc3c(=O)n2OCC(C)C)n1,i,2,i,0,1,i,i,-1,i,-5,i
CCOc1ccc(N2C(=O)/C(=C/c3ccccc3OCC(=O)OC)N(CC(=O)OC)C2=S)cc1,i,-1,i,-2,8,i,i,-3,i,-6,i
CCCn1c(SCC(=O)NC2CC2)nnc1-c1ccccn1,i,2,i,0,2,i,i,9,i,-5,i
O=C(NCC1CCS(=O)(=O)C1)Oc1ccccc1 (configuration not stated),i,1,i,2,8,i,i,-2,i,4,i
CCOC(=O)N1CCN(C(=O)c2ccc(CNS(=O)(=O)c3ccc(C)cc3)cc2)CC1,i,-9,i,3,-3,i,i,1,i,-4,i
CCN(CC)CCNC(=O)C1c2ccccc2C(=O)N(C)C1c1cn(C)c2ccccc12 (configuration not stated),i,1,i,4,-1,i,i,-1,i,-5,i
CCCc1nnc(NC(=O)CCC(=O)N2CCN(Cc3ccc(Cl)cc3)CC2)s1,i,2,i,-4,7,i,i,2,i,-5,i
O=C(/C=C/c1ccnc2ccccc12)c1cccs1,i,-3,i,-1,7,i,i,0,i,-10,i
O=C(Nc1ccc(F)c(F)c1)C1CCCN(S(=O)(=O)c2cnc[nH]2)C1 (configuration not stated),i,-3,i,-3,0,i,i,-4,i,-4,i
Cc1ccccc1/C=C1\C(=O)Nc2ccc(F)cc21,i,-4,i,4,13,i,i,1,i,-9,i
COc1cc(C(=O)Oc2ccccc2/C=N/NC(=O)c2ccc(Cl)cc2Cl)cc(OC)c1OC,i,1,i,2,19,i,i,1,i,-11,i
COc1ccc(CNS(=O)(=O)c2ccc(-n3cccn3)cc2)cc1,i,0,i,-3,-9,i,i,·,i,-4,i
CCOC(=O)c1ccccc1NC(=O)c1c(N)n(C)c(=O)[nH]c1=O,i,0,i,·,9,i,i,3,·,-11,i
COc1ccccc1-c1ccc(=O)n(CC(=O)NCc2ccc3c(c2)OCO3)n1,i,3,i,-11,-5,i,i,1,i,-10,i
CCc1cc2ccc(OC)cc2nc1SCC(=O)N1CCN(C(=O)c2ccco2)CC1,i,0,i,-2,2,i,i,3,i,-10,i
O=C(c1ccco1)N1CCN(CC(=O)N2CCCc3c2c(=O)oc2ccc(O)cc32)CC1,i,2,i,·,10,i,i,1,·,-8,i
COc1cccc(N2CC(=O)N(NC(=O)c3sc4nc(C)cc(C)c4c3N)CC2=O)c1,i,2,i,-3,-22,i,i,-1,i,-5,i
Cc1nn(-c2ccccc2)c2[nH]c(=O)c(CNc3ccc4c(c3)OCCO4)cc12,i,0,i,3,1,i,i,1,i,-6,i
O=C(NC(=S)N1CCCCCC1)c1ccccc1,i,2,i,-4,-8,i,i,-3,i,5.8*,i
CC(Oc1ccc(Cl)cc1Cl)C(=O)NCCN1CCOCC1 (configuration not stated),i,1,i,0,0,i,i,-1,i,-2,i
CC12C(=O)N(c3cccc(OC(=O)c4ccco4)c3)C(=O)C1C1c3ccccc3C2c2ccccc21 (configuration not stated),i,0,i,2,0,i,i,-1,i,-7,i
Cc1[nH]c2ccccc2c1C(=O)C(=O)N1CCOCC1,i,3,i,-4,-1,i,i,0,i,-5,i
COc1ccc(N(C(C)C(=O)N/N=C/c2ccc(OC(C)C)cc2)S(C)(=O)=O)cc1 (configuration not stated),i,-1,i,-7,2,i,i,-1,i,-15,i
CCOc1ccccc1NC(=O)c1ccc2c(c1)C(=O)N(CC1CCCO1)C2=O (configuration not stated),i,3,i,2,7,i,i,-2,i,-9,i
Cc1ccn(CC(=O)N2CCCC(C(=O)c3cccc4ccccc34)C2)n1 (configuration not stated),i,3,i,-1,2,i,i,-9,i,-13,i
O=C(N/N=C/c1ccc(O)c(O)c1)c1cccc(S(=O)(=O)N2CCCC2)c1,i,2,i,14,2,i,i,2,i,-7,i
CC(C)Oc1ccc(C(CC(=O)O)NC(=O)C2CCCCC2)cc1 (configuration not stated),i,-1,i,-12,8,i,i,0,i,-11,i
N#Cc1ccc(Cl)cc1NC(=O)CNCc1cccs1,i,2,i,2,-1,i,i,0,i,-1,i
O=C(NC1CCCCC1)C1CC(=O)N(Cc2ccccc2)C1 (configuration not stated),i,0,i,0,0,i,i,2,i,-7,i
COc1ccccc1NC(=S)N/N=C/c1ccc(O)cc1,i,-1,i,51*,7,i,i,8,i,-7,i
CC(=O)Nc1ccc(NC(=S)NC(=O)c2ccc(-c3ccccc3)cc2)cc1,i,1,i,·,-20,i,i,3,i,-2,i
Cc1cc(CNC(=O)COc2c(F)c(F)cc(F)c2F)c2ccccc2n1,i,-1,i,-2,4,i,i,-5,i,-8,i
COCCN(CCOC)Cc1c(O)ccc2c1O/C(=C\c1ccc(C)o1)C2=O,i,-2,i,-1,8,i,9*,3,i,-22,i
Cc1ccc2[nH]c(=O)c(CN(CCCO)S(=O)(=O)c3c(C)ccc4nsnc34)cc2c1,i,-4,i,3,-5,i,i,1,i,-13,i
Cc1ccc(C(=O)N2CCN(c3ccc(N4CCOCC4)nn3)CC2)cc1,i,1,i,-5,-6,i,i,-2,i,-13,i
CC1CCN(C(=O)c2ccccc2NS(=O)(=O)c2ccccc2)CC1,i,2,i,6,3,i,i,1,i,-9,i
CC1=NN(C(=O)c2ccc(Cn3nc(C)c([N+](=O)[O-])c3C)cc2)C(O)(C(F)(F)F)C1 (configuration not stated),i,5,i,2,-3,i,i,-1,i,-8,i
Cn1c(SCC(=O)Nc2sc3c(c2C#N)CCC3)nnc1C1COc2ccccc2O1 (configuration not stated),i,-2,i,12,7,i,i,1,i,-12,i
COCc1cc(C)nc(SCc2ccccc2)c1C#N,i,0,i,0,2,i,i,-1,i,-7,i
Cc1nn(-c2nc3ccccc3s2)c(N)c1Sc1ccc(F)cc1,i,-1,i,-2,-4,i,i,-3,i,-6,i
O=C(N/N=C/c1cccc([N+](=O)[O-])c1)c1nc2ccccc2c(=O)[nH]1,i,-1,i,6,·,i,i,-4,i,-9,i
COc1cc(-c2ccccc2)nc2ccccc12,i,1,i,9,-32,i,i,8,i,-3,i
O=C(Cn1sc2ccccc2c1=O)N1CCN(C(=O)c2ccco2)CC1,i,-3,i,-3,-2,i,i,-5,i,-6,i
COc1ccc(Cc2nnc(SCC(=O)NC3CCCC3)o2)cc1,i,-3,i,20,-7,i,i,0,i,-9,i
Cc1cc(S(=O)(=O)N2CCCOC2CNC(=O)C(=O)NCc2ccco2)ccc1F (configuration not stated),i,0,i,-1,-1,i,i,·,i,-7,i
O=C(COC(=O)C1CCC1)Nc1cccc(S(=O)(=O)N2CCOCC2)c1,i,-1,i,8,-4,i,i,-3,i,-10,i
